# FUS suppressor – FUS proteinopathy suppression in yeast | Potency, µM (series often up to 76.6 µM), for inactives: top-dose growth rescue (activation), usual class: activators | AID 1347120 | 390,000 compounds, 0.24% hits | S. cerevisiae FUS-expressing, growth rescue, OD600, 24 h;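 further: plate controls were DMSO vehicle for no effect and reference control for full effect; nearly all actives have a fitted effect of over 55% in size; some results filed as inactive show a strong effect at the top dose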
#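 Compound concentration series was pinned onto galactose-induced FUS-expressing yeast seeded at OD 0.005. Plates sat 24hr at 30C; absorbance at 600 nm gave growth. DMSO served as background control.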
# aSyn rescue – alpha-synuclein toxicity inhibition in yeast; Yeast expressing alpha-synuclein, growth rescue, BacTiter-Glo, 24 h; Potency, µM (doses to about 46.1 µM), for inactives: at the highest dose growth rescue (activation), hits mostly activators; 370,000 compounds, 0.14% hits; AID 652106; further: % of control where 0% means no effect; nearly all actives have a fitted effect of over 65% in size
#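 Readout is rescue of growth in alpha-synuclein-expressing yeast, so inhibitors of toxicity appear as activators. Growth after 24 hr at 30 deg C in galactose medium is quantified by luminescence.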
# EPAC1 ag – activates human EPAC1 exchange factor; EPAC1 agonist qHTS, biochemical assay; response scale: 100% = response to 6.5 mM cAMP; Potency, µM (top dose mostly 154 µM), without a hit: at the top dose activation, most hits filed as activators; 360,000 compounds, 0.073% hits; further: nearly all actives have a fitted effect of over 60% in size
#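 Read-out is the fluorescence drop as BODIPY-GDP leaves Rap1B (480 nm excitation, 540 nm emission), recorded every 5 minutes over 30 minutes. Reactions held 100 nM EPAC1, 250 nM Rap1B–BODIPY-GDP and 50 uM GDP, with 6.5 mM cAMP setting full activation.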
# EPAC2 antagonist – blocks human EPAC2 exchange factor; AID 720708; 360,000 compounds, 0.18% hits; EPAC2 GEF exchange of Rap1B-BODIPY-GDP, fluorescence; Potency, µM (highest dose often 114 µM), without a hit: at the top dose activity, negative = inhibition, most hits filed as inhibitors; Q8WZA2; further: on the % scale 0 is the no-effect control and ±100 the full control effect; nearly all actives have a fitted effect of over 45% in size; many of its hits are not listed in these tables
# Target sequence (Q8WZA2 whole entry, looked up): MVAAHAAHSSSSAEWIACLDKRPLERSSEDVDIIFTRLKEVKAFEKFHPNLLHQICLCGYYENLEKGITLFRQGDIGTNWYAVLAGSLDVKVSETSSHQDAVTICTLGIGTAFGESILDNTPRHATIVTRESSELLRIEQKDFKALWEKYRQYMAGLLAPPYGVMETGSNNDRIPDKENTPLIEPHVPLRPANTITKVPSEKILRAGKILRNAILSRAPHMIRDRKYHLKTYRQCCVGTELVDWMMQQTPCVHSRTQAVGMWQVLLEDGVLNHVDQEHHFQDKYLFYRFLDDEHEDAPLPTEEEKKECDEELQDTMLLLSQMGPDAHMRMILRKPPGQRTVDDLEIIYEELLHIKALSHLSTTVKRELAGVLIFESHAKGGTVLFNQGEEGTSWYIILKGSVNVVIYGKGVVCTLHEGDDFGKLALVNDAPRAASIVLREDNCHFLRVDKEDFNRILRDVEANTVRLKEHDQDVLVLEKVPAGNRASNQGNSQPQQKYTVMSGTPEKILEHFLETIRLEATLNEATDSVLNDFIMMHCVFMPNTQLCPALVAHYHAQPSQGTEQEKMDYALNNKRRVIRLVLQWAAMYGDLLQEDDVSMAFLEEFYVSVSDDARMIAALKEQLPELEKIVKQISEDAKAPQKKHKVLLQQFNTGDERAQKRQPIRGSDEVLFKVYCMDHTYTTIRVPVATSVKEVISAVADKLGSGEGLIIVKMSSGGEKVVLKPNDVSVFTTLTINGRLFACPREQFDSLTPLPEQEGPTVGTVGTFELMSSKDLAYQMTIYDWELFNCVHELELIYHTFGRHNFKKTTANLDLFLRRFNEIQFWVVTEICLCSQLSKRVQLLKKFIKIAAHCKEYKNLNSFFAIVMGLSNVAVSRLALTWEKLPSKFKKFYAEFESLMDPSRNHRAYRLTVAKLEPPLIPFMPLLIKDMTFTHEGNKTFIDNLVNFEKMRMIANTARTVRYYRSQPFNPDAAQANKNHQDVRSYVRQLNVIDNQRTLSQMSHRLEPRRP
# EPAC1 antag – EPAC1 (human) antagonism. O95398. EPAC1 GEF assay, Rap1b-BODIPY-GDP exchange fluorescence. Potency, µM (series often up to 115 µM), for inactives: at the top dose activity change, negative = inhibition, most hits filed as inhibitors. 360,000 compounds, 0.14% hits. AID 720709;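 further: plate controls were vehicle for no effect and positive control for full effect; nearly all actives have a fitted effect of over 50% in size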
# TDP43 rescue – rescues yeast growth from TDP-43 toxicity | TDP-43 expressing yeast growth rescue, BacTiter-Glo, 24 h | Potency, µM (doses to about 46.1 µM), without a hit: top-dose growth rescue (activation), most hits filed as activators | 410,000 compounds, 1.8% hits | AID 652104; further: % of control where 0% means no effect; nearly all actives have a fitted effect of over 50% in size
#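 In this qHTS, compounds that restore growth of yeast expressing TDP-43 appear as activators. Cells (OD600=0.02, galactose medium, raffinose-pregrown) are incubated with compound 24 hr at 30 deg C and growth is quantified by BacTiter-Glo.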
# PTHR1 agonist – activates the human parathyroid hormone receptor PTHR1. HEK293 GP2 PTHR1 cells, GloSensor cAMP luminescence, 1 h. Potency, µM (series often up to 115 µM), for inactives: at the top dose activation, hits mostly activators. 410,000 compounds, 0.075% hits. AID 743266; further: nearly all actives have a fitted effect of over 55% in size; some results filed as inactive show a strong effect at the top dose; inactives centre near -15; many of its hits are not listed in these tables
#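 HEK-293-derived GP2 cells expressing PTHR1 and a GloSensor cAMP reporter, 3,000/well, plated overnight, given luciferin plus IBMX (each 0.5 mM as added) for 1 h at 37 °C, then compound for 1 h at 37 °C. Luminescence was read after 15 min at room temperature.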
# EPAC2 ag – activates human EPAC2 exchange factor; Q8WZA2; EPAC2 activation, biochemical qHTS; response scale: 100% = 6.5 mM cAMP response; 360,000 compounds, 0.079% hits; Potency, µM (series often up to 154 µM), inactives show at the top dose activation, most hits filed as activators; further: nearly all actives have a fitted effect of over 50% in size
#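 In this primary screen, activation is scored as increased exchange of BODIPY-GDP from Rap1B by 100 nM EPAC2, with 50 uM GDP as competitor. Signal is normalized to the 6.5 mM cAMP agonist control.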
# * marks the source's active call; other numbers are inactive results; i = inactive; ? = inconclusive; / = not tested or not shown; & = joins results of further samples; [ ] = dose if it differs, or a comment. The call rests on the fitted dose curve; in most records, active means well fitted curve in the direction sought with a large enough effect; inconclusive means small, poorly fitted or top-dose-only effect, or another doubt; inactive means no such curve, though single readings can be large; an effect the other way counts as inactive or inconclusive. Potency means the concentration at half of the fitted maximal effect. This is a subset; count on the stated rates, not on these rows.
# Fields: EPAC2 ag | EPAC1 antag | FUS suppressor | PTHR1 agonist | EPAC2 antagonist | TDP43 rescue | aSyn rescue | EPAC1 ag
- Cc1ccc(S(=O)(=O)NCc2csc(C)n2)c(C)c1
  7% | 4% | -12% | i | 2% | 17% | 1% | -5%
- CCCCCCCC1(C)NC(=O)NC1=O (stereo not drawn)
  -4% | -4% | 6% | i | -9% | 8% | -9% | -1%
- Cc1cc2nc(-c3cccc(Br)c3)c(Cc3ccccc3)n2c(C)c1Br
  6% | -13% | 18% | -25% | 9% | 31% | -10% | 7%
- Cc1ccc(C)c(-c2cc(C(=O)N/N=C/c3cccnc3)c3ccccc3n2)c1
  12% | ? | ? | ? | -19% | -10% | -9% | -10%
- C/C(N)=C(/C#N)C(=O)COC(=O)COc1ccc(Cl)cc1
  4%&-8% | -16%&-4% | 1%&14% | 24% | -1%&-9% | -20%&-9% | 7%&-5% | -2%&-3%
- CCN(CC)CCN1C(=O)C(=O)/C(=C(/O)c2c(C)[nH]c(C(=O)OC)c2C)C1c1cccnc1 (stereo not drawn)
  10% | -8% | 5% | -32%[inhibitor] | 6% | -10% | -3% | 8%
- CCN1CCN(c2ncc3c(n2)CC(c2ccc(OC)c(OC)c2)CC3=O)CC1 (stereo not drawn)
  -1% | 2% | 20% | i | 5% | 8% | -11% | 5%
- O=c1c2ccccc2nc(CSc2ncnc3nc[nH]c23)n1-c1cccc(C(F)(F)F)c1
  -20% | -18% | 7% | -19%[57.5 µM] | -5% | 5% | 4% | 14%
- Cc1ccccc1CN(C)CC(=O)Nc1ccccc1-c1ccccc1
  -2% | -7% | 2% | -3% | 0% | 4% | 0% | -2%
- O=C(CCC(=O)OCC(F)(F)C(F)F)Nc1ccc(Cl)cc1
  6% | -2% | 20% | i | -2% | 4% | 0% | -5%

# An excerpt of these results, comma-delimited:
Molecule,EPAC2 ag,EPAC1 antag,FUS suppressor,PTHR1 agonist,EPAC2 antagonist,TDP43 rescue,aSyn rescue,EPAC1 ag
Cc1cc2nc(-c3cccc(Br)c3)c(Cc3ccccc3)n2c(C)c1Br,6%,-13%,18%,-25%,9%,31%,-10%,7%
Cc1ccc(C)c(-c2cc(C(=O)N/N=C/c3cccnc3)c3ccccc3n2)c1,12%,?,?,?,-19%,-10%,-9%,-10%
C/C(N)=C(/C#N)C(=O)COC(=O)COc1ccc(Cl)cc1,4%&-8%,-16%&-4%,1%&14%,24%,-1%&-9%,-20%&-9%,7%&-5%,-2%&-3%
CCN(CC)CCN1C(=O)C(=O)/C(=C(/O)c2c(C)[nH]c(C(=O)OC)c2C)C1c1cccnc1 (stereo not drawn),10%,-8%,5%,-32%[inhibitor],6%,-10%,-3%,8%

# Back to the main list; the 5 compounds before the break are reprinted first.
# Fields: EPAC2 ag | EPAC1 antag | FUS suppressor | PTHR1 agonist | EPAC2 antagonist | TDP43 rescue | aSyn rescue | EPAC1 ag
- CCN(CC)CCN1C(=O)C(=O)/C(=C(/O)c2c(C)[nH]c(C(=O)OC)c2C)C1c1cccnc1 (stereo not drawn)
  10% | -8% | 5% | -32%[inhibitor] | 6% | -10% | -3% | 8%
- CCN1CCN(c2ncc3c(n2)CC(c2ccc(OC)c(OC)c2)CC3=O)CC1 (stereo not drawn)
  -1% | 2% | 20% | i | 5% | 8% | -11% | 5%
- O=c1c2ccccc2nc(CSc2ncnc3nc[nH]c23)n1-c1cccc(C(F)(F)F)c1
  -20% | -18% | 7% | -19%[57.5 µM] | -5% | 5% | 4% | 14%
- Cc1ccccc1CN(C)CC(=O)Nc1ccccc1-c1ccccc1
  -2% | -7% | 2% | -3% | 0% | 4% | 0% | -2%
- O=C(CCC(=O)OCC(F)(F)C(F)F)Nc1ccc(Cl)cc1
  6% | -2% | 20% | i | -2% | 4% | 0% | -5%
- COc1ccc(C2C3=C(CCCC3=O)Nc3nc(C(F)(F)F)nn32)c(OC)c1OC (stereo not drawn)
  4% | 11% | 0% | 6%[57.5 µM] | 9% | 2% | -1% | -6%
- CC(C)(C)c1ccc(CCC2OCC(C[N+]3(C)CCOCC3)O2)cc1 (stereo not drawn)
  8% | 5% | 8% | i | 12% | -7% | -5% | 2%
- Cn1c(NNC(=O)c2cccc3ccccc23)cc(=O)n(C)c1=O
  2% | -17% | -7% | i | 5% | 10% | 3% | -1%
- O=S(=O)(NCCc1ccncc1)c1ccc(F)cc1
  10% | 11% | 6% | i | 2% | 1% | -1% | 4%
- COc1cc(/C=N/NC(=O)c2cc(-c3ccc4c(c3)OCO4)n[nH]2)ccc1O
  -7% | -21% | 8% | -1% | -3% | -9% | -23% | 5%
- Cn1cnnc1SCC(=O)N(Cc1ccc2c(c1)OCO2)C1(C(=O)NC2CCCCC2)CCCC1
  3% | -10% | 38% | -5%[57.5 µM] | -6% | -7% | 0% | 8%
- Cc1ccccc1Nc1nnc(-c2ccc(C(=O)NCCO)cc2)c2ccccc12
  5% | ? | -20% | -8% | -9% | 12% | -5% | 1%
- O=C(CSc1ccccc1)Nc1ccc2c(c1)OCCO2
  7% | -6% | -8% | -41%[inhibitor] | 5% | ? | 0% | -2%
- C=CCn1cccc(C(=O)Nc2ccc(OCC)cc2)c1=O
  1% | 3% | 5% | -26% | -2% | 10% | -6% | 4%
- O=C(NNC1=C(C(=O)C(F)(F)F)CCC1)c1cccnc1
  4% | ? | 0% | -23% | 2% | ? | -6% | 7%
- COn1c(SCc2cccc(Cl)c2)nc2ccccc2c1=O
  4% | -5% | 40% | 12%[57.5 µM] | -1% | 0% | 15% | 18%
- COc1ccc(NC(=O)CSc2nc(O)cc(=O)n2C)cc1
  10% | -26% | 21% | i | -2% | -4% | 1% | 9%
- Cc1cc(C)n(C(=O)N(c2ccccc2)c2ccccc2)n1
  -5% | 5% | 23% | -10% | ? | 16% | -6% | 0%
- CC1CC(C)(C)CC2(C1)NC(=O)N(CC(=O)Nc1ccc(N3CCCCC3)cc1)C2=O (stereo not drawn)
  -3% | -26% | ? | -10% | -4% | 14% | -8% | -2%
- Cc1ccc(NC(=O)CSc2cccc[n+]2[O-])c([N+](=O)[O-])c1
  5% | -1% | -1% | i | 14% | 13% | -6% | -3%
- CCOC(=O)c1nc(NCCc2ccccc2)sc1C
  -1% | -10% | -20% | i | -11% | 13µM* | -17% | 2%
- Cc1cc2n(n1)C(c1ccccc1)CC(c1ccc(Br)cc1)=N2 (stereo not drawn)
  19% | -15% | 16% | -18% | -14% | 28% | 19% | -1%
- O=C(CN1CCCc2ccccc21)N/N=C/c1ccccc1
  -1% | 6% | / | i | -1% | 1% | -3% | 0%
- O=C(Nc1ccccc1Br)c1ccc2nccnc2c1
  10% | ? | 9% | i | -4% | 16% | -2% | -6%
- CN(Cc1ccccc1)C(=O)COC(=O)c1ccccc1NS(=O)(=O)c1cccc(N)c1
  -4% | 2% | / | -25% | 10% | -13% | -2% | 4%
- COc1cc(S(=O)(=O)N2CCN(C)CC2)c(OC)cc1Cl
  8% | 0% | 6% | -42%[inhibitor] | 2% | -2% | 1% | 6%
- COCCn1c(C)cc(C(=O)Cn2nc(C(=O)O)c3ccccc3c2=O)c1C
  1% | -7% | 6% | -37%[inhibitor] | 8% | -1% | -1% | 7%
- Cc1ccc(-c2csc(NC(=O)c3c(C)noc3C)n2)s1
  13% | 10% | / | -34%[inhibitor] | -4% | 11µM* | -9% | 9%
- COc1ccc(NC(=O)C2Cc3c(-c4ccc5c(c4)OCO5)ccnc3O2)cc1OC (stereo not drawn)
  14% | -4% | 43% | -45%[inhibitor] | -1% | ? | 8% | 10%
- COCCNC(=O)Cn1nc(-c2ccc(C)cc2)ccc1=O
  10% | -1% | 6% | 15% | -2% | 0% | 1% | 4%
- O=C(CCCC1=NS(=O)(=O)c2ccccc2N1)N1CCN(c2ccccc2)CC1
  2% | 6% | 20% | -28% | 17% | 13% | 3% | -2%
- CN(Cc1cccc(F)c1)C(=O)c1ccc(S(=O)(=O)C(F)F)cc1
  9% | 10% | -10% | -3% | -3% | 9% | -1% | 9%
- CCOc1ccc(C(C)=O)cc1COc1ccc(C)nc1[N+](=O)[O-]
  -1% | 20% | 42% | -38%[inhibitor] | 11% | 2% | 1% | -10%
- CC1(CCc2ccccc2)NC(=O)NC1=O (stereo not drawn)
  10% | 12% | / | -21% | 18% | -16% | -3% | -1%
- O=C(NN=Cc1ccccc1C(=O)O)c1cccc(S(=O)(=O)Nc2cccc(C(F)(F)F)c2)c1
  -1% | -6% | -13% | -13% | -9% | 14% | 2% | 0%
- O=C(O)CCCCCNc1nc(-c2ccccc2)nc2ccccc12
  3% | 18% | -16% | -86%[inhibitor] | 5% | 20% | 1% | 0%
- CCOC(=O)c1nc(C)sc1-c1ccnn1S(=O)(=O)c1cccc(Cl)c1
  18% | 5% | 32% | -17% | -13% | 7% | 13% | 14%
- Cc1ccc(N(Cc2cc3ccccc3[nH]c2=O)S(C)(=O)=O)cc1
  13% | -5% | 25% | -6% | 10% | -9% | 0% | 7%
- CCOC(=O)C1=C(C)Nc2ccccc2N=C1NC(=O)/C=C/c1ccc(OC)cc1OC
  11% | 5% | -8% | i | -2% | 2% | 2% | 5%
- CC(=O)c1cccc(NC(=O)Cn2cnc(S(=O)(=O)N3CCCC3)c2)c1
  7% | 16% | 8% | -21% | 4% | 4% | 0% | 9%
- Cc1ccc(/C(N)=N/OC(=O)CCCc2ccccc2)cc1
  -2% | -16% | 15% | i | -7% | -51%[inhibitor] | -17% | -3%
- C#CCNC(=O)c1ccc2sc([C@H]3C[C@H](O)[C@@H](CO)O3)nc2c1
  7% | 11% | -28% | i | 2% | 16% | -4% | -19%
- Cc1nn(C(=O)Cn2cc([N+](=O)[O-])cn2)c(C)c1Cl
  -7% | 1% | 4% | i | 3% | -4% | 5% | -7%
- O=C(NCc1ccc(F)cc1)c1cc2ccccn2n1
  -4% | -1% | -27% | i | -2% | ? | 0% | 0%
- COc1ccc(-c2nc(CS(=O)(=O)CC(=O)NCc3ccccc3OC)c(C)o2)cc1
  -2% | -11% | 8% | -13% | -10% | -1% | 0% | -6%
- OC(c1cccnc1)c1nc(-c2ccc3c(c2)OCO3)cs1 (stereo not drawn)
  9% | -16% | -26% | -64%[inhibitor] | -10% | 14% | 3% | -5%
- O=C(Cc1ccccc1)NC(NCCCN1CCOCC1)(C(F)(F)F)C(F)(F)F
  5% | ? | -6% | i | 4% | 16% | 0% | 0%
- COc1ccc(C=O)c(OCc2cn(CC(=O)c3ccc(O)cc3)nn2)c1
  11% | -2% | 2% | -17% | 13% | 4% | -1% | -5%

# Bioassay records as filed in PubChem BioAssay.
